EPAC1 antagonist: blocks human EPAC1 exchange factor; Potency, µM (doses to about 115 µM), without a hit: top-dose activity change, negative = inhibition, hits mostly inhibitors; AID 720709; 360,000 tested, 0.14% active; EPAC1 GEF assay, Rap1b-BODIPY-GDP exchange fluorescence; O95398;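 further: potency means the concentration at half of the fitted maximal effect; plate controls were vehicle for no effect and positive control for full effect; nearly all actives have a fitted effect of over 50% in size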
PTHR1 ag: PTHR1 (human) receptor agonism; Q03431; HEK293 GP2 PTHR1 cells, GloSensor cAMP luminescence, 1 h; Potency, µM (doses to about 115 µM), for inactives: top-dose activation, actives largely listed as activators; 410,000 tested, 0.075% active; AID 743266; further: potency means the concentration at half of the fitted maximal effect; nearly all actives have a fitted effect of over 55% in size; some results filed as inactive show a strong effect at the top dose; inactives centre near -15; many of its hits are not listed in these tables
Target sequence (Q03431 whole entry, looked up): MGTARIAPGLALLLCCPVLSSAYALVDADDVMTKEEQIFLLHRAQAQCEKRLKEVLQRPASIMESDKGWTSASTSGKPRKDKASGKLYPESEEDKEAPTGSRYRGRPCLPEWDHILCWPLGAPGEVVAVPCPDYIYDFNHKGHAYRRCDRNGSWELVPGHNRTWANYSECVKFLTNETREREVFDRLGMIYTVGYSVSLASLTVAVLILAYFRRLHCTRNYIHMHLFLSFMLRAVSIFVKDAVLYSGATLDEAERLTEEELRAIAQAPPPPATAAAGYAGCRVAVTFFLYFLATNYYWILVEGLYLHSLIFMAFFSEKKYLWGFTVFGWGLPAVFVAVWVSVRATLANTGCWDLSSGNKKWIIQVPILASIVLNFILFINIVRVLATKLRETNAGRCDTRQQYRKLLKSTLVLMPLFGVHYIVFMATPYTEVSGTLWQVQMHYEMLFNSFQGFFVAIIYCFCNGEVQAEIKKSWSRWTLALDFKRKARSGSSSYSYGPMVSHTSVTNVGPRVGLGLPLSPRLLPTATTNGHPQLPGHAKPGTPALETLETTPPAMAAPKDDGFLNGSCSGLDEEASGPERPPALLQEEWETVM
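HEK-293-derived GP2 cells expressing PTHR1 and a GloSensor cAMP reporter, 3,000/well, plated overnight, given luciferin plus IBMX (each 0.5 mM as added) for 1 h at 37 °C, then compound for 1 h at 37 °C. Luminescence was read after 15 min at room temperature.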
IL2 activator: activators of IL-2; IL-2 activation reporter assay, cell-based qHTS; stimulated with anti-CD3/CD4/CD28 beads; in transgenic mouse T cells; activation, % (series mostly up to about 46 µM); 360,000 tested, 0.065% active; AID 652025; in the data active means activation above about 50%; inconclusive means mostly about 30% to 49%; further: 0% is about no effect
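Screening format: compound pinned onto unstimulated transgenic mouse T cells, 60 min incubation, then anti-CD3/anti-CD4/anti-CD28 bead stimulation for 18 hours at 37 degrees C, followed by EGFP and DsRed detection.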
PLK1 PBD block: inhibitors of human PLK1 polo-box domain binding | P53350 | Plk1 PBD binding of FITC phosphopeptide, fluorescence polarization | Potency, µM, inactives show max response, negative = inhibition, actives largely listed as inhibitors | 360,000 tested, 2.8% active | AID 720504; further: potency means the concentration at half of the fitted maximal effect; series mostly up to about 57 µM; on the % scale 0 is the no-effect control and ±100 the full control effect; nearly all actives have a fitted effect of over 65% in size
GLP1R inv ag: acts as inverse agonist at human GLP-1 receptor | AID 624417 | P43220 | 410,000 tested, 1.6% active | HEK293 GLP-1R CRE-luciferase, luminescence, 24 h; GLP-1R form is constitutively active | Potency, µM (series often up to 38.3 µM), without a hit: at the highest dose activity change, negative = inhibition, hits mostly inhibitors; further: potency means the concentration at half of the fitted maximal effect; on the % scale 0 is the no-effect control and ±100 the full control effect; nearly all actives have a fitted effect of over 55% in size
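Seeding at 200 cells/uL, 12 h culture, 24 hr compound treatment, then luciferase reagent and a luminescence read; cells are HEK293 stably expressing a constitutively active GLP-1R plus cAMP-responsive luciferase.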
HEK293 tox: cytotoxic in the GLP-1 receptor inverse agonist counter-screen | HEK293 cAMP-luciferase reporter cells, luminescence, 24 h | Potency, µM (titrated, usually from 38.3 µM), for the others: at the top dose activity change, negative = inhibition, usual class: inhibitors | 410,000 tested, 0.13% active | AID 624418;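 further: loss of luciferase light is scored as toxicity; potency means the concentration at half of the fitted maximal effect; on the % scale 0 is the no-effect control and ±100 the full control effect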
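To flag toxic compounds, the library was rerun on cells for 24 hr at 37 deg C and 5% CO2. Viability-linked luminescence was captured 12 min after adding luciferase detection reagent.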
GLP1R ag: activates the human GLP-1 receptor; P43220; HEK293 GLP-1R CRE-luciferase, luminescence, 4-6 h; cells express a hypersensitive GLP-1R form; Potency, µM (top dose mostly 45.6 µM), inactives show at the top dose activation, hits mostly activators; 380,000 tested, 0.007% active; AID 624172; further: potency means the concentration at half of the fitted maximal effect; % of control where 0% means no effect
PI5P4Ka inh: blocks human PI5P4K alpha kinase activity | AID 652105 | PI5P4Kalpha enzyme, ADP-Glo luminescence, 60 min; hits give low values | max response, % | P48426 | 330,000 tested, 1.2% active; active means max response of -50% or lower; inconclusive means between -30% and -50%; inactive means -30% or higher; further: value at the top dose of about 77 µM; on the % scale 0 is the no-effect control and ±100 the full control effect
Target sequence (P48426 whole entry, looked up): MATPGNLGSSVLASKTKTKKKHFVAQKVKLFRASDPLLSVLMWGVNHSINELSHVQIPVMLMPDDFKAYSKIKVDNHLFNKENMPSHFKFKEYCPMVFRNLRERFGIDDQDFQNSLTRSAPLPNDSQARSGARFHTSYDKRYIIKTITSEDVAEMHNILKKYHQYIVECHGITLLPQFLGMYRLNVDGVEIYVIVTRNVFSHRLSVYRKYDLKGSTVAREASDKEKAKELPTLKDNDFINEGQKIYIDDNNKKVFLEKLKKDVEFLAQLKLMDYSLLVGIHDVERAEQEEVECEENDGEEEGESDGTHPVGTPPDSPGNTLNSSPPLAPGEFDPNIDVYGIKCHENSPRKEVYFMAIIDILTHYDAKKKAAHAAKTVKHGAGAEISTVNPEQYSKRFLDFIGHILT
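Reactions run in 0.038 M HEPES pH 7.4, 0.28 mM EGTA, 0.1% CHAPS and 5% DMSO, with PI5P4Kalpha, substrate, compound and 5 microM ATP final, one hour at room temperature. Readout is ADP-Glo luminescence.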
EPAC1 agonist: agonists of human EPAC1; EPAC1 agonist qHTS, biochemical assay; response scale: 100% = response to 6.5 mM cAMP; Potency, µM (top dose mostly 154 µM), inactives show top-dose activation, usual class: activators; 360,000 tested, 0.073% active; O95398; further: potency means the concentration at half of the fitted maximal effect; nearly all actives have a fitted effect of over 60% in size
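Fluorescent GDP-exchange assay: 100 nM EPAC1 with 250 nM Rap1B preloaded with BODIPY-GDP and 50 uM GDP; compounds tested as concentration series, 5 min at room temperature, then read every 5 min for 30 min (ex 480/em 540 nm); normalized to 6.5 mM cAMP.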
* = called active by the depositor; i = inactive; ? = inconclusive; / = not tested or not shown; [ ] = dose if it differs, or a comment. Unless noted, the call rests on the fitted dose curve; in most records, active means well fitted curve in the direction sought with a large enough effect; inconclusive means small, poorly fitted or top-dose-only effect, or another doubt; inactive means no such curve, though single readings can be large; an effect the other way counts as inactive or inconclusive. An excerpt (hit frequency here may not be typical).

SMILES	EPAC1 antagonist	PTHR1 ag	IL2 activator	PLK1 PBD block	GLP1R inv ag	HEK293 tox	GLP1R ag	PI5P4Ka inh	EPAC1 agonist
O=C(CSCc1ccccc1)NCc1ccc2c(c1)OCO2	-24%	i	-0.1	-8%	?	4%	0%	7	3%
CN(C)C(CNC(=O)Nc1cccc(Cl)c1)c1cccnc1 (stereo not drawn)	12%	i	-3.3	-1%	3%	-7%	-12%	2	-1%
O=C(N=Nc1c(O)[nH]c2ccccc12)c1ccc(CN2CCOCC2)cc1	6%	i	-0.2	-3%	93%[activator]	-4%	8%	0	1%
Cn1c(=O)[nH]c(=O)c2c1nc(Br)n2CC(O)COc1ccccc1 (stereo not drawn)	8%	-12%[57.5 µM]	-2.0	-3%	0%	1%	-2%	/	-3%
COc1cc(Cl)ccc1OC1(C)CCN(Cc2cccc(OC)c2OC)C1 (stereo not drawn)	2%	i	-0.7	-3%	-28%	-5%	-3%	-7	-1%
O=C(NCCc1ccccn1)c1n[nH]c(=O)c2ccccc12	2%	i	-0.6	-2%	14%	-18%	-10%	-15	-5%
CCN(CC)c1ccc(NC(=O)CN(C)Cc2cccs2)cc1	-24%	i	-5.0	-10%	11µM*	-2%	14%	-17	-2%
COc1ccc(-n2c(=O)n(Cc3ccccc3)c(=O)c3[nH]cnc32)cc1	-3%	i	-0.2	-5%	45%[activator]	3%	14%	0	10%
Cc1ccc(S(=O)(=O)N2CCN(C(=O)c3cc(S(=O)(=O)N(C)C)ccc3N3CCCC3)CC2)c(C)c1	8%	i	-4.0	-1%	?	-7%	0%	10	8%
N#CCCn1cc(/C=N/N=C2\NC(=O)C(CC(=O)O)S2)c(-c2ccc(F)cc2)n1 (stereo not drawn)	-7%	i	2.7	3%	2%	-17%	0%	-4	-3%
CC(=O)N(c1ccccc1C)C1CCCC1	21%	i	-0.5	3%	-16%	-5%[1.53 µM]	-3%	-8	-17%
COc1ccc(CC(=O)Nc2cc(C)on2)cc1OC	-8%	i	-3.8	-8%	4%	-4%	-3%	-7	0%
COc1ccc(C(=O)C2CCCN(C(=O)C3=CCCC3)C2)cc1OC (stereo not drawn)	?	-28%	-0.1	0%	5%	-5%	-2%	-6	-5%
CN(C)S(=O)(=O)N1CCC(Oc2ccc(C(=O)NCCc3cscn3)cc2)CC1	-2%	i	1.9	2%	-7%	-8%	-4%	1	-6%
C[C@]1(CC/C(=C/CO)CO)[C@H](CO)CC[C@@]23COC(=O)C2=CCC[C@@H]31	-2%	-24%	2.0	-1%	6%	-3%	0%	3	4%
O=C(Nc1cccc(-c2cccc(Cl)c2)c1)C1CCN(Cc2ccccn2)CC1	-24%	-17%	-4.4	-1%	?	?	-3%	0	-11%
O=C(NCC1CCN(Cc2cccc(Cl)c2)CC1)Nc1ccc(Cl)cc1	-13%	7%	-1.2	-4%	?	?	-2%	4	0%
CC(=O)N/C(=C/c1ccc(OS(=O)(=O)c2ccc(C)cc2)cc1)C(=O)NCCCO	7%	-6%	0.1	4%	3%	-2%	0%	2	-6%
COc1ccc(C(=O)/C=C/Nc2ccc(S(=O)(=O)Nc3onc(C)c3C)cc2)cc1	1%	-17%	0.3	-4%	-4%	?	0%	3	-4%
COc1ccc(OC)c(C(=O)c2coc3ccc(OC)cc23)c1	-2%	i	0.7	-5%	?	-28%	18%	8	11%
CC(=O)c1ccc(N2CCN(C(=O)c3cc4c(C)nc5ccccc5c4o3)CC2)cc1	5%	i	-0.7	-6%	4%	-14%	5%	1	-1%
Cc1nc([N+](=O)[O-])cn1-c1ccc(N)cc1	-4%	i	-0.2	-8%	21%	1%	-3%	3	-2%
COCCNC(=S)Nc1cc(OC)c(OC)cc1C#N	-8%	-23%	-3.1	-11%	18%	-7%	12%	-5	-1%
Cc1ccccc1-c1nc(-c2ccccn2)no1	0%	-93%[inhibitor]	-0.5	-4%	?	-5%	-8%	-26	-5%
COc1cccc2c1Oc1ncccc1N(C(=O)CCC(=O)NCc1cccc(C)c1)C2	0%	-7%	-0.8	-1%	-5%	-13%	8%	-2	7%

The list goes on (4 carried over from the part before).
SMILES	EPAC1 antagonist	PTHR1 ag	IL2 activator	PLK1 PBD block	GLP1R inv ag	HEK293 tox	GLP1R ag	PI5P4Ka inh	EPAC1 agonist
Cc1nc([N+](=O)[O-])cn1-c1ccc(N)cc1	-4%	i	-0.2	-8%	21%	1%	-3%	3	-2%
COCCNC(=S)Nc1cc(OC)c(OC)cc1C#N	-8%	-23%	-3.1	-11%	18%	-7%	12%	-5	-1%
Cc1ccccc1-c1nc(-c2ccccn2)no1	0%	-93%[inhibitor]	-0.5	-4%	?	-5%	-8%	-26	-5%
COc1cccc2c1Oc1ncccc1N(C(=O)CCC(=O)NCc1cccc(C)c1)C2	0%	-7%	-0.8	-1%	-5%	-13%	8%	-2	7%
Cc1cc(C)cc(C(=O)N(NC(=O)Nc2ccc(Cl)cc2)C(C)(C)C)c1	10%	-15%[57.5 µM]	-0.5	-1%	?	-19%	-15%	6	-8%
COc1ccc(S(=O)(=O)Nc2ccc3c(c2)C(=O)N([C@H](C)CO)C[C@H](C)[C@@H](CN(C)S(=O)(=O)c2cn(C)cn2)OCCCC[C@H](C)O3)cc1	3%	-29%	-0.3	-14%	49%[activator]	3%	-7%	-4	7%
O=[N+]([O-])c1ccc(O)c(-c2ccnc3cc(-c4ccccc4)nn23)c1	/	-87%[inhibitor]	/	/	?	-27%	0%	/	/
CN(CC(=O)Nc1cccc(F)c1)C(=O)c1cccc(S(=O)(=O)N2CC3(C)CC2CC(C)(C)C3)c1 (stereo not drawn)	?	-22%	1.2	-3%	?	?	-3%	3	?
COc1ccc2cc(CCNC(=O)c3cccc([N+](=O)[O-])c3)c(=O)[nH]c2c1	-1%	-12%	-0.3	-1%	8%	2%	-3%	0	4%
COc1ccc(/C=C/C(=O)O/N=C(\N)c2cccnc2)cc1OC	5%	4%	0.5	-3%	34%[activator]	4%	16%	2	-3%
CCC(C)N(C(=O)COC(=O)CCc1c[nH]c2ccccc12)C1CCS(=O)(=O)C1 (stereo not drawn)	-15%	i	-3.7	-1%	0%	-4%	-2%	-4	-9%
Cc1ccc2c(Cl)cc(Cl)c(OCC(=O)N3CCCC3)c2n1	4%	i	2.6	27µM*	13%[0.307 µM]	21%[0.307 µM]	-14%	-4	-1%
Cc1cc(N=Nc2ccccc2)cc(C)c1NC(=O)C(F)(F)F	-18%	-3%	-3.5	1%	-25%	-9%	13%	32	-13%
Cc1ccc(NC(=S)N2CCC(N(C)CC3CCCO3)CC2)c(C)c1 (stereo not drawn)	6%	-3%[57.5 µM]	-3.0	-2%	0%	0%	-10%	/	5%
CCOC(=O)CSc1nnc(-c2ccc([N+](=O)[O-])cc2)o1	16%	i	-0.5	-4%	-1%	8%	5%	-2	-10%
NC(=O)CC(NC(=O)c1ccc(Br)cc1)c1ccc(NC2CCCCC2)c([N+](=O)[O-])c1 (stereo not drawn)	13%	-22%	0.7	8%	9%	-4%	0%	2	-16%
O=C(CCN1C(=O)c2ccccc2C1=O)Nn1cnnc1	9%	-6%[57.5 µM]	-2.2	-2%	0%	-7%	-8%	/	-6%
CCc1nnc2n1N=C(c1ccc(Cl)cc1)CS2	-5%	i	-0.3	-11%	44%[activator]	4%	16%	-2	9%
CC(=O)c1c(C)[nH]c(C(=O)OC(C)C(=O)Nc2cc(S(=O)(=O)N3CCCCC3)ccc2Cl)c1C (stereo not drawn)	-8%	-1%	-0.4	-3%	2%	4%	4%	-7	7%
COc1ccc(NC(=O)CN(C)C(=O)Cc2n[nH]c(=O)c3ccccc23)cc1	7%	-9%	-0.1	6%	1%	11%	6%	7	-6%
COc1cc2c(cc1OC)CN(S(=O)(=O)/C=C/c1ccccc1)CC2	3%	-9%	0.3	-7%	35%[activator]	2%	15%	-1	5%
COc1ccc(-c2ncn(CCC#N)c2[N+](=O)[O-])cc1	2%	i	0.2	-4%	17%	-10%	1%	-4	2%
c1ccc2c(c1)oc1c(NCC3CCCO3)ncnc12 (stereo not drawn)	10%	-73%[inhibitor][57.5 µM]	-3.2	-4%	34%[activator]	-13%	1%	3	-7%
CC(O)[C@@H](NC(=O)C1CCC(CNC(=O)[C@H](Cc2ccccc2)NC(=O)OC(C)(C)C)CC1)C(=O)O (stereo partly drawn)	-14%	-21%	-0.4	0%	16%	2%	0%	-3	11%
COc1ccc(NC(=O)CN(C)C(=O)c2cc(C)oc2C)cc1	5%	-5%	-3.7	2%	7%	-14%	-2%	2	-10%
CCOP(=O)(OCC)c1nc(-c2ccc(OC)cc2)oc1N1CCOCC1	-5%	i	0.0	-8%	19%	0%	15%	0	5%
CSc1ncc(CN2CCN(C3CCCCC3)C(CCO)C2)cn1 (stereo not drawn)	7%	i	-2.1	-2%	-11%	-9%	6%	2	-1%
CC(N)c1ccc(Cl)cc1Cl (stereo not drawn)	6%	i	-4.3	-3%	-3%	6%	-1%	4	9%
O=C(NC1CCCCC1)c1ccccc1NC(=O)C1CC(=O)N(c2ccccc2)C1 (stereo not drawn)	21%	i	-1.8	-9%	0%	-20%	-7%	/	2%
C=CCC[C@@H](Cc1ccc(F)cc1)C(=O)OCCNC(=O)[C@@H](CC=C)CC(=O)N[C@@H](CO)Cc1ccccc1	-4%	-24%	0.2	-12%	-8%	3%	-4%	7	-13%
COc1ccccc1CN1C(=O)CNC1=S	-3%	i	0.0	-5%	10%	-2%	2%	0	6%
CC(C)CC(CCc1ccccc1)OS(N)(=O)=O (stereo not drawn)	-23%	-4%	0.2	-8%	-4%	-6%	-1%	-2	-18%
CS(=O)(=O)Nc1ccc(C(=O)NCCSc2ccc(Cl)cc2)cc1	9%	-50%[inhibitor]	-0.2	1%	?	-11%	3%	0	8%
Nc1cc(=O)[nH]c(SCCSc2ccccc2F)n1	5%	-21%	-0.2	-4%	44%[activator]	1%	?	5	7%

High-throughput results (PubChem BioAssay)
